Compound activity (PubChem)
Luciferase inh: inhibitors of firefly (Photinus pyralis) luciferase; 2.5% of 76,000 active; purified P. pyralis luciferase, luminescence, biochemical; AID 1347043; P08659; Potency, µM (series often up to 115 µM), without a hit: top-dose activity change, negative = inhibition, most hits filed as inhibitors; further: potency means the concentration at half of the fitted maximal effect; nearly all actives have a fitted effect of over 65% in size
Target sequence (P08659 whole entry, looked up): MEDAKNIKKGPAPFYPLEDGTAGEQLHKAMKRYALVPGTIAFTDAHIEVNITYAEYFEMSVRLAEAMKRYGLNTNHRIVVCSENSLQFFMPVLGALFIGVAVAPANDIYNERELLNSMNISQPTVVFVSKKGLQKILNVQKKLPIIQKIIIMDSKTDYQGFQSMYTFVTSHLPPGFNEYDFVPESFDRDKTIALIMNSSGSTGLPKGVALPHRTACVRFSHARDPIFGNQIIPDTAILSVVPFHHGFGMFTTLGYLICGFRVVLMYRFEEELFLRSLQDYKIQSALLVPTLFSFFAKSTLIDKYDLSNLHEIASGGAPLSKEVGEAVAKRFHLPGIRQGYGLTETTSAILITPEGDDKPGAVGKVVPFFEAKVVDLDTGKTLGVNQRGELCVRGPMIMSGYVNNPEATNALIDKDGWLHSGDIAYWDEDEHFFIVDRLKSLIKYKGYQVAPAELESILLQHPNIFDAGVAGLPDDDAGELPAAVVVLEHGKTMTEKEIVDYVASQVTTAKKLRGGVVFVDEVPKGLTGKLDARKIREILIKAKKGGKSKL
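Purified P. pyralis luciferase (10nM final) in 50mM Tris acetate pH 7.5, 10mM Mg acetate, 0.01% Tween-20, 0.05% BSA with 10uM D-luciferin and 10uM ATP. Compounds titrated qHTS. Luminescence imaged on CCD.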
NIH3T3 tox: cytotoxic compounds in NIH 3T3 cells; AID 1345082; NIH 3T3 viability, CellTiter-Glo ATP luminescence, 48-72 h; 4.3% of 94,000 active; Potency, µM (doses to about 96.7 µM), inactives show top-dose activity change, negative = cytotoxicity, actives largely listed as inhibitors; further: potency means the concentration at half of the fitted maximal effect; nearly all actives have a fitted effect of over 55% in size
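ATP-dependent luminescence (CellTiter-Glo) served as the viability signal for NIH 3T3 cells treated with compound for 48 or 72 hr at 37 °C.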
GPT2 inhibitor: GPT2 alanine aminotransferase inhibition; Potency, µM (titrated, usually from 57.7 µM), for the others: at the top dose activity change, negative = inhibition, usual class: inhibitors; 0.25% of 100,000 active; Recombinant GPT2, coupled pyruvate oxidase/HRP Amplex Red fluorescence; Q8TD30; further: potency means the concentration at half of the fitted maximal effect; nearly all actives have a fitted effect of over 60% in size; many of its hits are not listed in these tables
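Recombinant GPT2 (10ng/uL) with 250uM a-KG and 2mM L-alanine, 30 min at room temperature, in HEPES pH 7.5 buffer. Pyruvate detected by pyruvate oxidase/HRP/Amplex Red fluorescence after 30 min in the dark; AOA (50uM) as positive control.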
HEK293 tox: cytotoxic compounds in HEK 293 cells. HEK 293 viability, ATP luminescence (CellTiter-Glo), 48-72 h. 6.6% of 94,000 active. Potency, µM (highest dose often 115 µM), for the others: top-dose activity change, negative = cytotoxicity, most hits filed as inhibitors. AID 1345083; further: potency means the concentration at half of the fitted maximal effect; nearly all actives have a fitted effect of over 60% in size
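CellTiter-Glo luminescence (cellular ATP) was read after 48 or 72 hr of compound exposure at 37 degree Celsius. Cells were HEK 293 plated at 250 cells/well.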
HEK293 viab: counter-screen for SNCA expression inhibitors: cell viability. HEK-293-SNCA-luc viability, GF-AFC fluorescence, 24 h. 0.12% of 150,000 active. Potency, µM (top dose mostly 57.1 µM), inactives show top-dose activity change, negative = cytotoxicity, most hits filed as cytotoxic. AID 1671193;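 further: potency means the concentration at half of the fitted maximal effect; 0% = DMSO-treated cells and -100% = medium-only wells without cells; nearly all actives have a fitted effect of over 30% in size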
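HEK-293-SNCA-luc cells (1500/well) plated 24 h, then exposed 24 h to a dilution series; GF-AFC added 30 min at 37C, fluorescence 405/540 nm; normalised to medium-only and DMSO wells, Hill fit.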
SNCA expr inh: SNCA gene expression inhibition | HEK-293 SNCA-luciferase knock-in, luminescence, 24 h | Potency, µM (titrated, usually from 57.2 µM), without a hit: at the highest dose activity change, negative = inhibition, hits mostly inhibitors | 0.17% of 140,000 active;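 further: potency means the concentration at half of the fitted maximal effect; plate controls were DMSO cells for no effect and cell-free wells for full effect; nearly all actives have a fitted effect of over 45% in size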
IP6K1 inh: IP6K1 kinase inhibition. IP6K1 kinase, ADP-Glo luminescence, 2 h; active compounds read low. activity change, % (series mostly up to about 58 µM). 0.81% of 140,000 active; in the data active means activity change below about -25%
Target sequence (Q92551 whole entry, looked up): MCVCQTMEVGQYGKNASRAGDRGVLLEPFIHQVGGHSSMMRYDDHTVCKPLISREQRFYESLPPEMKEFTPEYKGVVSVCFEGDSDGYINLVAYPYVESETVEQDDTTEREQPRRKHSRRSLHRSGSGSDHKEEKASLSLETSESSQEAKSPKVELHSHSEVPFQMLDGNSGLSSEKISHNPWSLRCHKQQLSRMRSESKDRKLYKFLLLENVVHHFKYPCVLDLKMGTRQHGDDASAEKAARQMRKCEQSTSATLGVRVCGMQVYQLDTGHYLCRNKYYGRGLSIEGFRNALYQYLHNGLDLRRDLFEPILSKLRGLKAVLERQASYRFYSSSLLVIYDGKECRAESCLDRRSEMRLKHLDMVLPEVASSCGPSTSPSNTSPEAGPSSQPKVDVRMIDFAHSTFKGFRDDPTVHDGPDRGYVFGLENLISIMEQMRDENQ
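ADP-Glo luminescence measures ADP made by human IP6K1 during a 2 h RT reaction with ATP/IP6 (mix at 1.3 mM/130 uM); top library doses 57.5 and 19.1 uM final.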
* hit, by the source's call; ! = not confirmed by another sample; [ ] = remark or other dose. Unless noted, the call rests on the fitted dose curve; in most records, active means well fitted curve in the direction sought with a large enough effect; inconclusive means small, poorly fitted or top-dose-only effect, or another doubt; inactive means no such curve, though single readings can be large; an effect the other way counts as inactive or inconclusive. Unless noted, on the % scale 0 is the no-effect control and ±100 the full control effect. This is a subset; count on the stated rates, not on these rows.

For COCCN1C(=O)Cc2ccccc2C1C(=O)NCC1CCCCC1 (stereo not drawn) the results were Luciferase inh 7%, NIH3T3 tox inactive, GPT2 inhibitor inactive, HEK293 tox 10%, HEK293 viab 1%, SNCA expr inh -8% and IP6K1 inh 0.
Screening Cc1ccc(NC(=O)Cn2cc(S(=O)(=O)N3CCN(c4ccccc4F)CC3)c3ccccc3c2=O)cc1F returned HEK293 viab 12%, SNCA expr inh -11% and IP6K1 inh -21.
For CC1=C(C(=O)Nc2ccc(C)cc2Cl)C2(CCCCC2)OC1=O the results were HEK293 viab 2%, SNCA expr inh -27% and IP6K1 inh 7.
For O=C(CC1CCCN(c2cn[nH]c(=O)c2)C1)N1CCCCC1 (stereo not drawn) the results were Luciferase inh -4%, NIH3T3 tox inactive, GPT2 inhibitor 2%, HEK293 tox 2%, HEK293 viab -5%, SNCA expr inh 16% and IP6K1 inh 28.
`O=C(Nc1ccc(Cl)cc1)N1CCN(c2ccc3nnc(-c4ccccc4)n3n2)CC1` gave NIH3T3 tox inconclusive, HEK293 tox inconclusive, HEK293 viab inconclusive, SNCA expr inh -17% and IP6K1 inh -30*!.
For COc1ccccc1C(=O)NCC1Cn2cccc2C(=O)N1C (stereo not drawn) the results were Luciferase inh -15%, NIH3T3 tox inactive, GPT2 inhibitor inactive, HEK293 tox -1%, HEK293 viab -3%, SNCA expr inh 38%[activator] and IP6K1 inh 7.
Screening C#CCNC(=O)c1nc(-c2ccc([S+](C)(=O)[O-])cc2)c2cnccn12 returned NIH3T3 tox inactive, GPT2 inhibitor 2%, HEK293 tox inactive, HEK293 viab 21%, SNCA expr inh -2% and IP6K1 inh -4.
For CC(=O)OC(C)(C)/C=C/C(=O)[C@](C)(O)[C@H]1C(O)C[C@@]2(C)[C@@H]3CC=C4[C@@H](C=C(O[C@@H]5O[C@H](CO)[C@@H](O)[C@H](O)[C@H]5O)C(=O)C4(C)C)[C@]3(C)C(=O)C[C@]12C (stereo partly drawn) the results were GPT2 inhibitor -2%[17.1 µM], HEK293 viab inconclusive and IP6K1 inh 13.
For CC(C=CC(=O)NO)=C[C@@H](C)C(=O)c1ccc(N(C)C)cc1 the results were GPT2 inhibitor inactive, HEK293 viab -20% and SNCA expr inh 93%[activator].
For Cc1ccc(CN2CCN(C(=O)CC3CCOCC3)CC2)cc1 the results were Luciferase inh 7%, NIH3T3 tox 4%, GPT2 inhibitor inactive, HEK293 tox 14%, HEK293 viab 0%[12.5 µM], SNCA expr inh -3% and IP6K1 inh 14.
`CC(/C=C/C1(O)C(C)(C)CC(O)CC1(C)O)OC1OC(CO)C(O)C(O)C1O` (stereo not drawn) gave GPT2 inhibitor 3%[27.3 µM], HEK293 viab -9%[23.9 µM] and IP6K1 inh 2.
Screening O=C(NCC1CN(C(=O)NC2CCCCC2)CC12CCCCC2)C1CC1 (stereo not drawn) returned NIH3T3 tox -19%, GPT2 inhibitor inactive, HEK293 tox inactive, HEK293 viab -9%, SNCA expr inh 18% and IP6K1 inh -4.
For CC(=O)N1CCCN(c2ncnc3c2CN(C2CCNCC2)C(=O)CN3C)CC1 the results were NIH3T3 tox 5%, GPT2 inhibitor -13%, HEK293 tox inactive, HEK293 viab 1%, SNCA expr inh 13% and IP6K1 inh -12.
O=C(C1CCCC1)N1Cc2ccccc2CC2(CCCCN2CC2CCNCC2)C1 (stereo not drawn) was read as NIH3T3 tox 18µM*, GPT2 inhibitor inactive, HEK293 tox 25µM*, HEK293 viab inconclusive, SNCA expr inh inconclusive and IP6K1 inh -2.
`CC(C)n1cc2cc(C(=O)NCc3ccccn3)sc2c1` gave Luciferase inh -10%, NIH3T3 tox -22%, GPT2 inhibitor 2%, HEK293 tox inconclusive, HEK293 viab 9%, SNCA expr inh -12% and IP6K1 inh -5.
For CN(C)c1ccc(C(=O)N2CCC(Cc3noc(-c4ccccc4)n3)C2)cc1 (stereo not drawn) the results were Luciferase inh -6%, NIH3T3 tox inconclusive, GPT2 inhibitor inactive, HEK293 tox inconclusive, HEK293 viab -2%, SNCA expr inh 2% and IP6K1 inh -8.
For COc1cccc(CN2CCn3c(nnc3[C@@H]3C[C@@H](O)CN3Cc3cccnc3)C2)c1OC the results were Luciferase inh -9%, NIH3T3 tox -8%, GPT2 inhibitor 3%, HEK293 tox -23%, HEK293 viab 4%[12.5 µM], SNCA expr inh inconclusive and IP6K1 inh -2.
`CCCCN(C)CCNC(=O)C1CCCN(S(=O)(=O)c2ccc3c(c2)oc(=O)n3C)C1` (stereo not drawn) gave HEK293 viab -16%, SNCA expr inh 4% and IP6K1 inh -1.
`NCCC1CN(Cc2cc3ccccc3s2)CCO1` (stereo not drawn) gave Luciferase inh -13%, NIH3T3 tox inconclusive, GPT2 inhibitor -23%, HEK293 tox inconclusive, HEK293 viab 1%, SNCA expr inh 9% and IP6K1 inh 12.
Cc1cccc(-c2noc(CCC(=O)N3CCC(C)(c4noc(-c5ccncc5)n4)CC3)n2)c1 was read as Luciferase inh -13%, NIH3T3 tox inconclusive, GPT2 inhibitor inactive, HEK293 tox inconclusive, HEK293 viab 0%, SNCA expr inh -15% and IP6K1 inh -13.

Fetched one by one from above (3):
Screening O=C(NCC1CN(C(=O)NC2CCCCC2)CC12CCCCC2)C1CC1 (stereo not drawn) returned NIH3T3 tox -19%, GPT2 inhibitor inactive, HEK293 tox inactive, HEK293 viab -9%, SNCA expr inh 18% and IP6K1 inh -4.
`NCCC1CN(Cc2cc3ccccc3s2)CCO1` (stereo not drawn) gave Luciferase inh -13%, NIH3T3 tox inconclusive, GPT2 inhibitor -23%, HEK293 tox inconclusive, HEK293 viab 1%, SNCA expr inh 9% and IP6K1 inh 12.
For CN(C)c1ccc(C(=O)N2CCC(Cc3noc(-c4ccccc4)n3)C2)cc1 (stereo not drawn) the results were Luciferase inh -6%, NIH3T3 tox inconclusive, GPT2 inhibitor inactive, HEK293 tox inconclusive, HEK293 viab -2%, SNCA expr inh 2% and IP6K1 inh -8.

Next part.
COc1cccc(C(=O)Nc2nnc(S(=O)(=O)N3CCOCC3)s2)c1 was read as HEK293 viab -11%, SNCA expr inh 20% and IP6K1 inh 23.
`O=C(Cc1cccs1)NCc1nnc2ccc(-c3ccccc3)nn12` gave Luciferase inh 9%, NIH3T3 tox -22%, GPT2 inhibitor inactive, HEK293 tox -12%, HEK293 viab 9%, SNCA expr inh 3% and IP6K1 inh 32.
For CC(C)C(=O)N1c2nc(C(C)C)nn2C2(CCCCC2)[C@@H]2CCCC[C@@H]21 the results were HEK293 viab -17%, SNCA expr inh 20% and IP6K1 inh 6.
CCCCN1CCc2nc(Nc3ccc(OC)cc3OC)ncc2C1 was read as HEK293 viab -15%, SNCA expr inh 27% and IP6K1 inh -18.
`Cc1ccc2c(n1)OC1(CCCC1)CN(Cc1ccc3c(c1)OCO3)C2=O` gave NIH3T3 tox inconclusive, GPT2 inhibitor inactive, HEK293 tox inconclusive, HEK293 viab -15%[23.9 µM], SNCA expr inh -3%[25.6 µM] and IP6K1 inh 12.
Screening COc1ccc(CCN2CCC(CN(C)Cc3nc(C(C)C)cs3)CC2)cc1 returned Luciferase inh 9%, NIH3T3 tox inconclusive, GPT2 inhibitor inactive, HEK293 tox 32µM*, HEK293 viab 7%, SNCA expr inh -23% and IP6K1 inh 8.
`CCOc1ccc(NC(=O)c2cnn3c2NC(c2ccccc2)=CC3c2cccc(OC)c2OC)cc1` (stereo not drawn) gave HEK293 viab 6%, SNCA expr inh inconclusive and IP6K1 inh 7.
COc1ccc(CN2C[C@@H](CO)[C@H](C3CCN(C(C)=O)CC3)C2)cc1C was read as Luciferase inh 2%, NIH3T3 tox inactive, GPT2 inhibitor inactive, HEK293 tox inactive, HEK293 viab 0%[12.5 µM], SNCA expr inh inconclusive and IP6K1 inh -9.
O=C(c1nc(-c2ccc(Cl)nc2)c2cnccn12)N1CCN(c2ncccn2)CC1 was read as NIH3T3 tox inactive, GPT2 inhibitor -4%, HEK293 tox inactive, HEK293 viab 1%, SNCA expr inh -1% and IP6K1 inh -17.
COc1ccc(C(=O)CN2CCN(S(=O)(=O)c3ccc(F)cc3)CC2)cc1 was read as HEK293 viab -8%, SNCA expr inh 28% and IP6K1 inh 23.
O=C(NCc1ccc2c(c1)OCO2)c1ccc2c(c1)CC(=O)N2Cc1ccc(F)cc1 was read as Luciferase inh -16%, NIH3T3 tox -24%, GPT2 inhibitor inactive, HEK293 tox -27%, HEK293 viab 19%, SNCA expr inh 14% and IP6K1 inh 1.
For CCc1ccc(Cn2nc(C3CC3)nc2-c2cnn(C)c2)cc1 the results were Luciferase inh inconclusive, NIH3T3 tox inconclusive, GPT2 inhibitor -14%, HEK293 tox inconclusive, HEK293 viab -1%, SNCA expr inh 56%[activator] and IP6K1 inh 4.
`Cc1c(NC(=O)c2ccc(Cl)cc2)cc(C(C)C)c(O)c1S(=O)(=O)c1ccc(Cl)cc1` gave HEK293 viab -8%, SNCA expr inh 124%[activator] and IP6K1 inh -4.
For COc1cc(Cl)c(C)cc1Nc1nc2ccccc2c2nnc(C)n12 the results were HEK293 viab 12%, SNCA expr inh 10% and IP6K1 inh 15.
`Cn1ncc2c(C(=O)Nc3cccc(C(F)(F)F)c3)cc(-c3cccc(C(F)(F)F)c3)nc21` gave NIH3T3 tox inconclusive, HEK293 tox -31% and IP6K1 inh -3.
CNC(=O)c1cc(Nc2cccc(N(C)C)c2)cc2c1OCCN2Cc1cccnc1 was read as Luciferase inh 2%[172 µM], NIH3T3 tox inconclusive, GPT2 inhibitor inconclusive, HEK293 tox inconclusive, HEK293 viab 7%[87.6 µM], SNCA expr inh 6%[87.6 µM] and IP6K1 inh -19.
For Cc1noc(C)c1-c1cnc(Nc2ccc(CN3CCN(C)CC3)cc2)c2c1CCO2 the results were Luciferase inh 5%[172 µM], NIH3T3 tox inconclusive, GPT2 inhibitor -2%[88.5 µM], HEK293 tox inconclusive, HEK293 viab -13%[87.6 µM], SNCA expr inh 61%[activator][87.6 µM] and IP6K1 inh 10.
For CN1CC[C@H](c2c(O)cc(O)c3c(=O)cc(-c4ccccc4Cl)oc23)[C@H](O)C1 the results were GPT2 inhibitor inactive, HEK293 viab -42%[23.9 µM], SNCA expr inh inconclusive and IP6K1 inh 9.
O=C(O)c1[nH]ncc1CN1CCc2[nH]nc(-c3ccc(-c4ccccc4)cc3)c2C1 was read as Luciferase inh -29%, NIH3T3 tox -7%, GPT2 inhibitor -2%, HEK293 tox -14%, HEK293 viab 5%, SNCA expr inh 33%[activator] and IP6K1 inh 0.
`COCCn1c(CNC(=O)c2cc([N+](=O)[O-])ccc2Cl)nc2cccnc21` gave HEK293 viab 1%, SNCA expr inh -16% and IP6K1 inh 8.
For COc1cccc(N2C(=O)NC(=NC3CCCCC3)C23CCN([S+](=O)([O-])c2cccs2)CC3)c1 the results were NIH3T3 tox -8%, GPT2 inhibitor inactive, HEK293 tox -8%, HEK293 viab 2%, SNCA expr inh -4% and IP6K1 inh -2.
